# H9c2 TAG inh = reduces triacylglycerol accumulation in H9c2 cells | 230,000 compounds, 0.66% hits | inhibition, % at 12.5 µM | AID 651582 | Nile Red lipid (TAG) fluorescence; cells loaded with 200 µM oleic acid;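 active means pattern-corrected inhibition of lipid staining of at least 50% with the nuclear-stain viability signal not falling by more than 50%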;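 further: 0% = DMSO wells and 100% = triacsin C control wells; some results filed as inactive read as strong as hits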
# H9c2 TAG inh DAPI viability = also measured in H9c2 TAG inh; calls as there; DAPI nuclei signal change (viability), lower = more cytotoxic, %;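 whole-well DAPI fluorescence read on a plate reader as a viability signal; minus 50 percent equals half of cells still viable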
# The depositor's hits bear a star. Only part of the results is shown; the hit share may differ from the screen's.
SMILES,H9c2 TAG inh,H9c2 TAG inh DAPI viability
CN(C)S(=O)(=O)c1cc([N+](=O)[O-])ccc1N1CCCCCC1,-16,-5
N/C(=N\NS(=O)(=O)c1cc(C(F)(F)F)cc(C(F)(F)F)c1)c1ccccn1,-1,2
O=c1cc(C(F)(F)F)[nH]c2ccccc12,13,-2
Cc1ccc(N=Nc2c(C)[nH][nH]c2=O)c(C)c1,-11,10
C=CCN1c2ccccc2[C@]23C[C@@H](C(=O)OC)N(C(=O)OCC)C2=NC(C(=O)OC)=C(C(=O)OC)[C@H]13,3,2
Cn1cnnc1SCC(=O)NNC(=O)c1ccc(Cl)cc1,1,2
CCOC(=O)Cc1csc(NC(=O)Cn2c(=O)oc3ccccc32)n1,-5,-4
C=CCc1cccc(Cl)c1OCCCNC1CCCC1,26,-14
Oc1ccc(C(=S)N2CCN(Cc3ccccc3)CC2)cc1,-3,-2
COc1ccc(OC)c(C2=C[N+](=O)C(C)(C)C(C)(C)N2[O-])c1,-13,-1
COc1ccc(NC(=O)COC(=O)CNC(=O)c2cccs2)cc1Cl,5,1
CCNC(=O)COC(=O)c1ccc(NS(=O)(=O)c2ccc3c(c2)OCCO3)cc1,-3,-5
C=CCn1c(=O)c2ccccc2n2c(SCc3cc(=O)n4ccsc4n3)nnc12,11,0
OC(COc1cccc2ccccc12)CN1CCN(c2ccccn2)CC1 (stereo not given),-27,11
Cc1c(CN(C)Cc2cn(C)nc2-c2ccccc2F)[nH]c2ccccc12,-11,8
CCN(CC)C(=S)SC1CCCCN(C(=O)c2ccccc2)C1=O (stereo not given),-4,-10
Cc1ccc(NS(=O)(=O)c2cc(C(=O)NCCCN(C)C)ccc2Cl)cc1Cl,5,2
COc1ccc(NCC(=O)n2c(C)c(C)c3ccccc32)cc1,10,3
CCCn1c(N)c(N2CCCCC2)c(=O)n(CC(=O)Nc2ccccc2C(F)(F)F)c1=O,-16,8
COCOCCn1cc(CN2CCS(=O)(=O)N(Cc3ccc(-c4cccc(CO)c4)cc3)C(CC(C)C)C2=O)nn1 (stereo not given),2,-9
CCC(C)NC(=O)COC(=O)c1ccccc1OCC(=O)Nc1ccc(Br)cc1 (stereo not given),5,1
CC1CN(C(=O)c2ccc(CNS(=O)(=O)c3cccc(Cl)c3)cc2)CC(C)O1 (stereo not given),1,-2
O=C(c1cc(-c2cccc(O)c2)on1)N1CCOCC1,-14,0
CCSc1ncc(Cl)c(C(=O)N(Cc2ccc(N(C)C)cc2)C2CCS(=O)(=O)C2)n1 (stereo not given),9,9

# Some of these compounds in order of count of non-hydrogen atoms, lowest first:
SMILES,H9c2 TAG inh,H9c2 TAG inh DAPI viability
O=c1cc(C(F)(F)F)[nH]c2ccccc12,13,-2
Cc1ccc(N=Nc2c(C)[nH][nH]c2=O)c(C)c1,-11,10
C=CCc1cccc(Cl)c1OCCCNC1CCCC1,26,-14
Cn1cnnc1SCC(=O)NNC(=O)c1ccc(Cl)cc1,1,2
COc1ccc(OC)c(C2=C[N+](=O)C(C)(C)C(C)(C)N2[O-])c1,-13,-1
COc1ccc(NCC(=O)n2c(C)c(C)c3ccccc32)cc1,10,3
CCN(CC)C(=S)SC1CCCCN(C(=O)c2ccccc2)C1=O (stereo not given),-4,-10
CCOC(=O)Cc1csc(NC(=O)Cn2c(=O)oc3ccccc32)n1,-5,-4
N/C(=N\NS(=O)(=O)c1cc(C(F)(F)F)cc(C(F)(F)F)c1)c1ccccn1,-1,2
CC1CN(C(=O)c2ccc(CNS(=O)(=O)c3cccc(Cl)c3)cc2)CC(C)O1 (stereo not given),1,-2
C=CCn1c(=O)c2ccccc2n2c(SCc3cc(=O)n4ccsc4n3)nnc12,11,0
CCCn1c(N)c(N2CCCCC2)c(=O)n(CC(=O)Nc2ccccc2C(F)(F)F)c1=O,-16,8
C=CCN1c2ccccc2[C@]23C[C@@H](C(=O)OC)N(C(=O)OCC)C2=NC(C(=O)OC)=C(C(=O)OC)[C@H]13,3,2
COCOCCn1cc(CN2CCS(=O)(=O)N(Cc3ccc(-c4cccc(CO)c4)cc3)C(CC(C)C)C2=O)nn1 (stereo not given),2,-9

# Next compounds
SMILES,H9c2 TAG inh,H9c2 TAG inh DAPI viability
O=S(=O)(Nc1cccc(F)c1)c1ccc(S(=O)(=O)N2CCOCC2)cc1,2,6
COc1ccc(C(=O)OCC(=O)NCC2CCCO2)c(F)c1 (stereo not given),-16,2
CC1Oc2ccccc2C=C1/C=N/Nc1ccc(C(=O)O)cc1 (stereo not given),32,6
Cc1c(S(=O)(=O)N2CCCCC2)c(=O)n(C)c(=O)n1C,0,-3
CC1(C(=O)Nc2cccc(OC(F)(F)F)c2)Cc2c(-c3ccc(C(N)=O)cc3)ccnc2O1 (stereo not given),6,-5
Cc1cc(O)ccc1NC(=O)CCN1C(=O)c2ccc([N+](=O)[O-])cc2C1=O,3,-2
CC(C)C[C@H](NC(=O)NC1CCCc2ccccc21)C(=O)O (stereo not given in full),2,-2
O=C(NN1C(=O)/C(=C/c2cccs2)SC1=S)c1ccncc1,3,0
COc1ccc([N+](=O)[O-])cc1NC(=O)C(C)N1CCN(C(=O)c2ccco2)CC1 (stereo not given),13,-14
C=COCCNC(=O)C(=O)NC(C)C,-14,1
O=C1C(c2ccccc2)=[N+]([O-])c2ccccc21,-11,3
Cn1c(Cn2c(=O)sc3ccccc32)nnc1SCC(=O)Nc1ccccc1,-3,-3
COc1ccc(NC(C)=O)cc1NC(=O)c1cccc(S(=O)(=O)N2CCN(Cc3ccccc3)CC2)c1,6,-3
O=C(Nc1ccc(N2CCN(Cc3ccccc3F)CC2)cc1)c1ccccc1[N+](=O)[O-],13,-4
CC(c1ccccc1)n1ccnc1CO (stereo not given),6,-1
O=C(c1ccccc1)c1cc2c(cc1[N+](=O)[O-])OCCO2,-4,-10
CC(c1ccccc1)N1C(=O)C2C3CCC(C3)C2C1=O (stereo not given),3,9
Cc1cccc(CCNC(=O)CCS(=O)(=O)c2cc3c(cc2C)NC(=O)CO3)c1,-1,-4
O=C(Oc1ccccc1Cl)c1ccc(-n2cncn2)nc1,5,-3
COc1ccccc1/C=C/CN1CCC(n2nccc2NC(=O)C2CC2)CC1,-2,-2
Cc1ccc(-c2ccc(CN3C(CC(C)C)C(=O)N(Cc4cn(CCC5OCCCO5)nn4)CCS3(=O)=O)cc2)cc1 (stereo not given),-4,9
Nc1cc(N)cc(C(=O)OCC(=O)Nc2cc(S(=O)(=O)N3CCCCC3)ccc2Cl)c1,-13,-2
COc1ccccc1C(CC(=O)N1CCCC1)c1ccc2c(c1)OCO2 (stereo not given),-11,-5
COc1ccc(C(=O)c2c[nH]c3ccccc23)cc1,-29,8
O=C(N/N=C/c1ccncc1)c1ccc(OCc2ccccc2)cc1,-18,12
Cc1ccc(Cn2nnnc2CN2CCC(NC(=O)C(C)(C)C)CC2)cc1,-2,-13
CC(=O)c1cc(OC(=O)N2CCOCC2)ccc1OC(=O)N1CCOCC1,-51,9
COc1cccc(-c2cc(C(F)(F)F)c(C#N)c(=O)[nH]2)c1,8,12
Cc1cccc(N2CCN(Cc3oc(CO)cc(=O)c3O)CC2)c1C,1,6
CC(OC(=O)Cn1cnc2c1c(=O)n(C)c(=O)n2C)C(=O)N(C)c1ccccc1 (stereo not given),0,-12
Cc1ccc(CN2CC(C(=O)N3CCN(c4ccccc4Cl)CC3)CC2=O)cc1 (stereo not given),-8,-5
CC(=O)C1CCC2C3CCC4CC(=O)CCC4(C)C3C(O)CC12C (stereo not given),-4,-2
COCCOC(=O)c1[nH]c2c(c1C)C(=O)CC(c1ccc(F)cc1)C2 (stereo not given),8,-15
O=C(Cn1cnc2cc([N+](=O)[O-])ccc2c1=O)Nc1cccc(S(=O)(=O)N2CCCCC2)c1,-7,-3
Cc1ccc(Cn2nc(C)c(C(=O)NCC(c3cccs3)N3CCOCC3)c2Cl)cc1 (stereo not given),-10,-7
CCn1c(SCC(=O)NNC(=O)c2ccc(C)cc2)nnc1-c1ccncc1,9,2
O=S(=O)(NCCc1ccccc1)c1ccc(Br)s1,-4,4
CNC(=O)Nc1ccccc1NC(=O)NC,-3,-6
COCC(=O)N(C)C[C@H]1Oc2ncc(C#C[C@H](C)O)cc2C(=O)N([C@@H](C)CO)C[C@H]1C,-7,-6
COc1ccc(C2=NOC(C(=O)NCCCn3ccnc3)C2)cc1 (stereo not given),-5,0
CCC1(c2ccccc2)ON(c2c(Br)cccc2Br)C1=O (stereo not given),-14,-11
CN1CCN(c2nc(-c3ccccc3)nc(-c3ccccc3)c2C#N)CC1,22,19
O=C(CCc1ccccc1)NCCSc1ccccc1,-5,-9
Cc1cc(/C=N/NC(=O)c2cccc([N+](=O)[O-])c2)c(C)n1-c1ccccc1,-9,7
CCCN1CCC(=O)N(CCSc2ccc(OC)cc2)CC1,26,-15
COc1ccc(NS(=O)(=O)c2ccc(-c3ccccn3)s2)cc1,-8,-2
C=CCc1cccc2cc(C(=O)N(CC)CC)c(=O)oc12,-17,5
CC1CCCCC12NC(=O)N(CC(=O)NCc1ccco1)C2=O (stereo not given),-42,1
CN(CC(=O)NCCc1ccc(Cl)cc1)S(=O)(=O)c1ccc2c(c1)c(=O)n(C)c(=O)n2C,7,2
COc1cc(/C=C/C(=O)O)cc(Br)c1O,3,-3
Cc1ccc(Cl)c(OCC(=O)NN2CCN(C)CC2)c1,1,-5
CC(C)Cn1c(CCC(N)=O)nnc1SC(C)C(=O)Nc1ccc2c(c1)OCO2 (stereo not given),0,0
O=C(CCCn1c(=O)[nH]c2ccc(Br)cc2c1=O)NCc1ccc(Cl)cc1,17,-17
O=C1Nc2ccc(Br)cc2/C1=C/C(=O)c1ccc2c(c1)OCO2,0,2
Cc1cccc(NC(=O)c2ccc3c(=O)n4c(nc3c2)CCCCC4)n1,18,5
CCc1ccc(NC(=O)Nc2ccsc2C(=O)OC)cc1,9,4
CCCC(c1nnnn1CS(=O)(=O)c1ccc(C)cc1)N1CCN(c2ccccc2)CC1 (stereo not given),-119,-13
Cn1nccc1-c1ccc(C(=O)Nc2cccc(NS(C)(=O)=O)c2)c2occc12,13,5
O=C(CCn1c(=O)oc2ccccc21)N1CCN(c2ccccc2F)CC1,-8,1
Cc1ccc(NC(=O)c2ccc3ccccc3n2)cc1S(=O)(=O)N1CCOCC1,3,-3

# Remaining list, next part
SMILES,H9c2 TAG inh,H9c2 TAG inh DAPI viability
Cc1csc(NC(=O)c2cc(C)on2)n1,2,-3
Cn1c(=O)c2c(nc(Sc3ncnn3CC(=O)N3CCOCC3)n2C)n(C)c1=O,1,5
CC(Oc1ccc(Br)cc1)C(=O)NCC(C)(C)N1CCOCC1 (stereo not given),6,-4
CC(C)(C)C1CCC(=NNc2ccc(S(N)(=O)=O)cc2[N+](=O)[O-])CC1 (stereo not given),10,-19
Cc1ccc2c(=O)[nH]c(Cc3ccccc3C(=O)O)nc2c1,-3,-6
CN(C)S(=O)(=O)c1cccc(C(=O)N=C2N=C3C=CC(Cl)=CN3Cc3ccccc32)c1,-11,23
CCOc1ccc2nc(NC(=O)C3=NNC(=O)CC3)sc2c1,4,18
Nc1nc(-c2ccco2)nn1C(=O)c1ccccc1,6,3
OCCNC(=S)Nc1ccc2c(c1)OCCO2,-2,4
CCN(CC)S(=O)(=O)c1ccc(Cl)c(NC(=O)COC(=O)c2ccc([N+](=O)[O-])o2)c1,-15,4
O=C(COc1ccc(Cl)cc1)NNC(=O)c1ccccc1C(=O)O,17,7
CCN(CC)C(=O)Cn1cc(S(=O)(=O)CC(=O)NCc2ccc(C)cc2)c2ccccc21,13,9
O=C(CCC1CCCCC1)Nc1c[nH]c(=O)[nH]c1=O,1,7
Cc1oc2c(c1C(=O)O)C(=O)c1ccccc1C2=O,-2,-9
N#Cc1nc(COc2cccc(Cl)c2)oc1NCc1ccncc1,5,-12
Cc1occc1-c1nnc(SCC(=O)c2ccc(Cl)cc2)n1C,-3,5
Cc1ccc(CNC(=O)COC(=O)C2CCC2)cc1,1,4
c1ccc(-c2noc(-c3ccc4c(c3)OCO4)n2)cc1,0,-9
CC(C)C[C@H](NC(=O)c1nc[nH]c1C(=O)NCC(=O)OCc1ccccc1)C(=O)OCc1ccccc1,-1,1
CCOC(=O)C1CCN(C(=O)c2cc(S(=O)(=O)N3CCOCC3)c(Cl)cc2Cl)CC1,-27,7
CC(C)Oc1ccc(CN2CCC2(C)C(=O)Nc2ccc3c(c2)OCO3)cc1 (stereo not given),-11,-6
CC1Cc2ccccc2N1C(=O)CSc1nnnn1C(C)C (stereo not given),10,-5
Cc1cc(C)cc(NC(=O)CSc2nc(=O)n3cc(C)ccc3n2)c1,-1,-4
CCN(CC)C(=O)[C@H]1C[C@H](CC(=O)NCc2ccco2)C(=O)N2CCc3c([nH]c4ccc(Cl)cc34)[C@]12C,10,7
COc1ccc(C(CC(=O)c2ccccc2)S(=O)(=O)c2ccccc2)cc1 (stereo not given),-1,-4
Cc1ccc2c(c1)c1ncnc(N3CCN(c4ccccc4)CC3)c1n2C,-8,-2
Cc1c(C(=O)OC(C)C)sc(NC(=O)c2cccnc2)c1C#N,-2,1
CCCc1[nH]nc2c1C(C1CCCCC1)C(C#N)=C(N)O2 (stereo not given),-29,5
CCCN(CC(=O)Nc1ccccc1C)C(=O)c1ccc(-c2ccc([N+](=O)[O-])cc2)o1,13,-10
CC(C)c1ccc(NC(=O)CN2C(=O)NC3(CCCCCCC3)C2=O)cc1,1,-7
O=C(Nc1ccccc1N1CCCCC1)c1cc(S(=O)(=O)N2CCOCC2)ccc1F,18,1
CC(C)n1cnc2c(Nc3ccc(C(=O)O)cc3)nc(Cl)nc21,16,-15
CCOc1cc2c(cc1O)C(=NOC)CC1C2CCC2(C)C(O)CCC12 (stereo not given),40,-15
CC(C)C(c1nnnn1Cc1ccccc1)N1CCN(Cc2ccc3c(c2)OCO3)CC1 (stereo not given),-54,8
CCOc1cc(NC(=S)NC)c(OCC)cc1NC(=O)c1cccs1,3,1
